MPTP inh: mitochondrial permeability transition pore inhibitors, primary screen, biochemical, isolated mouse mitochondria, absorbance; AID 602449, 2012; 360,000 compounds, 1.4% hits; inhibition, % at 10 µM; Ca2+ swelling absorbance, 30 min;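 active = inhibition of 50% or more, scaled per plate between neutral and stimulator controls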;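 note: 0% = DMSO wells given calcium and 100% = 1 mM EGTA wells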
PfGluPho inh: PfG6PD enzyme inhibitors, primary screen, biochemical, fluorescence intensity, uHTS; PfGluPho enzyme, NADPH resazurin-diaphorase fluorescence; inhibition, % at 20 µM; 350,000 compounds, 0.78% hits; AID 504690, 2011;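 active = inhibition reaching at least a set limit at 20 µM in the primary screen, cut at about 59% in these data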;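 note: 0% = DMSO wells with substrate and 100% = DMSO wells lacking glucose-6-phosphate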
HKDC1 inh: HKDC1 hexokinase inhibitors, primary screen, biochemical, fluorescence, uHTS. recombinant HKDC1, G6PDH/diaphorase resazurin coupled fluorescence. 340,000 compounds, 0.16% hits. inhibition, % at 20 µM. AID 493160, 2011. Q2TB90;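 active = inhibition above about 35% when tested at 20 µM, limit read from the data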;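 note: plate controls were DMSO wells with enzyme for no effect and DMSO wells lacking enzyme for full effect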
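Material – in-house recombinant HK5 (HKDC1) enzyme · Quantity – HKDC1 at 5 µg/mL · Buffer or medium – pH 8.0 Tris buffer with 10 mM MgCl2 · Reagent – glucose with 1 mM ATP · Dosing – single 20 µM dose · Times – reaction time 90 min, room temperature, protected from light · Technique – resorufin fluorescence at 613 nm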
NR3A LBD binder: binders of NR3A ligand-binding domain, primary screen, biophysical, differential scanning fluorimetry, uHTS; AID 1259313, 2017; Tm shift relative to glycine control, % at 25 µM; NR3A LBD differential scanning fluorimetry, Tm shift; 0% = protein alone, 100% = glycine-bound protein; Glutamate receptor ionotropic, NMDA 3A (GRIN3A) ligand-binding domain; 340,000 compounds, 2.5% hits;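 active = melting temperature shift of at least 10% of the positive control shift, at one fixed dose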
ATG4B inh: ATG4B protease inhibitors, primary screen, biochemical, fluorescence, uHTS; Cysteine protease ATG4B (Homo sapiens), Q9Y4P1; ATG4B cleavage of LC3-PLA2, NBD-HPC fluorescence, 1 h; inhibition, % at 8.33 µM; 340,000 compounds, 0.51% hits; AID 504462, 2011; in the data active = inhibition above about 40%
Target sequence (Q9Y4P1 whole entry, looked up): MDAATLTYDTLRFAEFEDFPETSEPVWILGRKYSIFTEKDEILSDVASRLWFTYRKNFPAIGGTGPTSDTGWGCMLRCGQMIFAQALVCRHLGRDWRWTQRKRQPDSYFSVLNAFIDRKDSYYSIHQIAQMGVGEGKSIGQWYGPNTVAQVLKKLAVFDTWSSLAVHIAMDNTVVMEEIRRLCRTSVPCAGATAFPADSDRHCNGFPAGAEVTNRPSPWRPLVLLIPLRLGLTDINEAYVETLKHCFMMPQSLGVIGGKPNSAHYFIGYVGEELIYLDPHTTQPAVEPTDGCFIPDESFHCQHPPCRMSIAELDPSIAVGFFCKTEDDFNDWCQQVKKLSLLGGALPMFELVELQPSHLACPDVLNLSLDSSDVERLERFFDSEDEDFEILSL
SENP7 inh: SENP7 protease inhibitors, primary screen, biochemical, luminescence, uHTS | Sentrin-specific protease 7 (Homo sapiens), Q9BQF6 | 330,000 compounds, 1.5% hits | inhibition, % at 5 µM | recombinant SENP7, Z-RLRGG-aminoluciferin luminescence, 40 min;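 active = inhibition above about 50% at the single test dose, limit read from the data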;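 note: plate controls were DMSO with enzyme for no effect and no enzyme buffer wells for full effect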
Target sequence (Q9BQF6 706-1050 limits assumed): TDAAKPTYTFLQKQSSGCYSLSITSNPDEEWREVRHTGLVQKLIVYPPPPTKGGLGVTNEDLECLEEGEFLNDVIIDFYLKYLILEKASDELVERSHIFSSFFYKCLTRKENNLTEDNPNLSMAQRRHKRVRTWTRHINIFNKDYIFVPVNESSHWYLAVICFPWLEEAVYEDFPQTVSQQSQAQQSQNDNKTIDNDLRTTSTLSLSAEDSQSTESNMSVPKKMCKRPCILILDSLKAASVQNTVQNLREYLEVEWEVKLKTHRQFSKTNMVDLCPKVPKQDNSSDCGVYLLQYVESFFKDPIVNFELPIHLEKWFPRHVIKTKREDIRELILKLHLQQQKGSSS
SENP6 block: SENP6 protease inhibitors, primary screen, biochemical, luminescence, uHTS | Sentrin-specific protease 6 (Homo sapiens), Q9GZR1 | Recombinant SENP6 catalytic domain, aminoluciferin luminescence | inhibition, % at 10 µM | 330,000 compounds, 1.8% hits;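 active = inhibition above about 50% at the single tested dose, limit read from the data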;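 note: plate controls were DMSO wells with enzyme for no effect and DMSO wells lacking enzyme for full effect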
SENP8 block: human SENP8 protease inhibitors, primary screen, biochemical, fluorescence, Nedd8 protein substrate, uHTS | Sentrin-specific protease 8 (Homo sapiens), Q96LD8 | recombinant SENP8 | inhibition, % at 20 µM | 360,000 compounds, 0.64% hits | AID 602440, 2012; in the data active = inhibition mostly above about 40%, no sharp cut-off; inactive = mostly below about 27%
Target sequence (Q96LD8 whole entry, looked up): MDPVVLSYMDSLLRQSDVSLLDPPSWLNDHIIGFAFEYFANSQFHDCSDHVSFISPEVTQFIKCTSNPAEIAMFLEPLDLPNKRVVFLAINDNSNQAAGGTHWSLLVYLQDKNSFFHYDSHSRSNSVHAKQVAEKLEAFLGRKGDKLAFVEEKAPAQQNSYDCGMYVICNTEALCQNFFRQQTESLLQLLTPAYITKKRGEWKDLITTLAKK
* = called active by the depositor; . = not tested or not shown.

SMILES	MPTP inh	PfGluPho inh	HKDC1 inh	NR3A LBD binder	ATG4B inh	SENP7 inh	SENP6 block	SENP8 block
CCOc1cc(C(c2c(C)[nH][nH]c2=O)c2c(C)[nH][nH]c2=O)ccc1OC(=O)c1cccc([N+](=O)[O-])c1	-0.5	29	-2	-13	-4	17	-13	34
Cc1ccc(CC(=O)Nc2nc3ccccc3[nH]2)cc1C	-5.2	-6	-4	0	-9	12	-4	18
CCC[C@@H](CN[C@@H](CNC)C(C)C)NCCCCc1ccccc1	1.0	-14	-7	-2	-4	1	9	31
CC(C)(C)C(=O)/C=c1\[nH]c(=O)/c(=C\c2ccc(C#N)cc2)s1	35	-22	3	-9	-4	-3	-6	-5
O=C(NNS(=O)(=O)c1ccc(F)cc1)c1ccccc1F	0.9	6	-7	-1	0	0	10	15
COC(=O)c1sc(NC(=O)COc2cccc3ccccc23)nc1C	5.3	3	0	-11	-9	-2	4	8
NC(=O)C1(Nc2ccc(C(=O)O)cc2)CCCC1	1.1	0	-8	-1	-1	.	.	8
CSc1ccccc1C(=O)NCCS(=O)(=O)N1CCN(c2ccc(F)cc2)CC1	-1.6	-6	-1	4	3	-2	-4	-20
Cc1ccc(C(=O)Nc2ccc(C(=O)O)cc2NC(=O)c2ccc(C)cc2)cc1	0.4	-5	1	-2	-4	2	17	4
COc1cccc(CNC(=O)CCC2CCCN(C(=O)c3cccnc3SC)C2)c1 (centres undefined)	0.6	7	-7	2	-7	2	18	8
CC(=O)N(NC(=O)c1ccccc1Cl)C1CC(=O)N(c2ccc(C)cc2)C1=O (centres undefined)	-1.1	-25	-8	3	1	6	-3	11
COc1cc(C2C(C#N)=C(N)Oc3n[nH]c(-c4cccs4)c32)cc(OC)c1O (centres undefined)	1.8	14	3	1	2	12	25	7
CCN(CC)S(=O)(=O)c1ccc(N/N=C/c2cc(OC)c(OC)cc2OC)nc1	1.9	-27	8	-11	3	-5	-6	-291
COc1ccc(-c2cc(C(=O)c3c(N)n(C)c(=O)n(C)c3=O)c3ccccc3n2)cc1OC	-0.1	-23	-4	-1	-5	1	-5	-32
COc1cccc(-c2noc(C3CCCN(C(=O)c4cccc(F)c4)C3)n2)c1 (centres undefined)	-0.4	5	1	0	-6	1	43	7
Cc1ccccc1NC(=O)C1CCCN(c2ncnc3onc(-c4ccc(F)cc4)c23)C1 (centres undefined)	-0.8	2	-3	2	-1	17	-13	-25
Cc1ccc(Cc2nc(-c3ccncc3)no2)cc1	3.7	2	2	-1	-6	5	-8	18
CN(CCc1ccccc1)C(=O)c1ccc(NC(=O)Cc2ccc(NC(=O)C3CCCN(C(=O)C4CC4)C3)cc2)cc1 (centres undefined)	6.2	-2	-2	-1	-5	.	.	0
CCOC(=O)CSc1nnc(Cn2nnc(-c3ccccc3)n2)n1CC	0.1	-5	-3	-1	-1	-1	0	20
CCN(CC)c1ccc(C=Nc2ccc(C)cc2)c(O)c1	-0.1	17	2	13*	2	-2	0	21
CN(C(=O)CSc1nnc(-c2c[nH]c3ccccc23)n1C1CC1)C1CCS(=O)(=O)C1 (centres undefined)	-0.2	6	3	0	-7	0	1	4
Cc1ccc(S(=O)(=O)N2CCOC23CCN(C(=O)C(=O)NCCC(C)C)CC3)cc1	-1.0	3	-6	0	-12	1	-16	15
CC(C)=NNC(=O)C1=NNC(=O)C1	0.2	-5	0	1	-2	2	2	7
CCOc1ccccc1NC(=S)N1CCN(c2ccccc2)CC1	1.2	8	-3	0	-2	9	0	15
NS(=O)(=O)c1cccc(NC(=O)CSc2n[nH]c(-c3ccccc3Br)n2)c1	-0.3	-9	2	-3	4	.	.	6

Next section.
SMILES	MPTP inh	PfGluPho inh	HKDC1 inh	NR3A LBD binder	ATG4B inh	SENP7 inh	SENP6 block	SENP8 block
O=C(Cc1cccs1)NCc1cccnc1	2.1	-14	3	-1	-13	-1	-19	-18
CC(Oc1ccccc1Cl)C(=O)Nc1ccc(S(=O)(=O)Nc2nccs2)cc1 (centres undefined)	1.2	-49	6	-2	0	12	-3	15
Cc1cc(N2CCOCC2)nc2ccc(NC(=O)CCC(=O)N3CCN(c4ccccc4F)CC3)cc12	-0.5	4	-3	1	-8	-4	-2	-306
O=C(COc1ccc2c(-c3ccccc3)cc(=O)oc2c1)NCC1CCC(C(=O)O)CC1 (centres undefined)	-2.3	-9	1	0	-18	-4	-6	24
CCCCn1c(N)c(N(CCOC)C(=O)C2CCN(C(=O)c3ccc(Cl)cc3)CC2)c(=O)[nH]c1=O	0.3	-25	-8	0	0	-13	-16	12
Cc1nc(C)n(CC(O)COc2ccc3cc(Br)ccc3c2)n1 (centres undefined)	-0.5	-15	0	1	1	-7	-7	6
COc1c(F)c(F)c(C(=O)Nc2ccc(N3CCN(Cc4ccccc4)CC3)cc2)c(F)c1F	-0.6	3	-10	-4	15	-2	-12	5
O=C(Nc1ccc(C(=O)N2CCCC2)cc1)C1CC1	-0.7	-8	-1	0	5	.	.	8
O=C(/C=C/c1cccc(Cl)c1)c1ccc([N+](=O)[O-])o1	-1.9	97*	61*	-16	5	-1	-15	-5
Cc1ccc(Cl)c2c1NC(=O)C2(O)CC(=O)c1ccc(F)cc1 (centres undefined)	0.0	-18	-4	-1	-7	6	-3	27
C=CCc1cccc2cc(C(=O)N3CCN(C(=O)c4ccco4)CC3)c(=O)oc12	1.5	-6	4	0	1	10	-3	-21
COc1cccc(C(C)=C2SC(=S)NC2=O)c1	1.1	0	5	-2	11	.	.	6
NC(=O)C1CCN(C(=O)c2cnn(-c3ccccc3)c2NC(=O)c2cccc(F)c2)CC1	-1.5	-6	1	-1	2	4	-6	10
COC(C/C=C\[C@@H](O)COCc1ccccc1)OC	1.1	-11	-8	-1	6	5	-6	6
Cc1cnc(C(=O)OCC(=O)NC(=O)c2ccccc2)cn1	-1.3	-16	2	4	0	-2	-13	2
CCOc1ccc(CN(C(=O)c2cc3ccccc3oc2=O)C2CCS(=O)(=O)C2)cc1 (centres undefined)	1.1	3	-2	2	-8	-1	-22	-2
Cn1ccnc1C(O)(c1ccccc1)c1nccn1C	1.4	2	-5	-1	-10	2	3	14
CC[C@@]12C(=O)N(c3ccc(OC)cc3)C(=O)N1[C@H](c1ccc(Cl)cc1)[C@@H]1C(=O)N(C3CCCCC3)C(=O)[C@@H]12	-0.1	6	0	-5	-1	14	-10	11
CCOC(=O)/C(C#N)=C/c1c(Oc2cc(C)cc(C)c2)nc2ccccn2c1=O	1.6	0	-2	15*	-10	-5	1	-103
CCOC(=O)C1=C(COC(=O)C(C)(C)Oc2ccc(Cl)cc2)NC(=O)NC1C (centres undefined)	-0.1	4	-3	1	-7	3	7	13
CNC[C@H]1Oc2c(NS(=O)(=O)c3ccc(OC)cc3)cccc2C(=O)N([C@H](C)CO)C[C@@H]1C	-0.3	13	-5	1	.	-7	-7	4
CCC1CCCCN1C(=O)Nc1ccc(F)cc1 (centres undefined)	-0.5	-3	-7	-4	7	-9	-6	6
N#Cc1cc2c(=O)n3ccccc3nc2n(Cc2ccco2)c1=NC(=O)c1ccco1	-18	-5	1	-5	2	-2	-23	-422
COc1ccccc1NC(=O)Cc1nnc(SCC(=O)Nc2ccccc2F)n1C	-0.7	-5	0	0	-5	3	16	9
O=S(=O)(NCCOCC(F)(F)C(F)F)c1ccc2oc3ccccc3c2c1	5.1	4	8	3	-15	15	6	18

Records listed so far marked active in PfGluPho inh.
Compound,MPTP inh,PfGluPho inh,HKDC1 inh,NR3A LBD binder,ATG4B inh,SENP7 inh,SENP6 block
O=C(/C=C/c1cccc(Cl)c1)c1ccc([N+](=O)[O-])o1,-1.9,97*,61*,-16,5,-1,-15

Looked up by structure from the entries so far:
SMILES	MPTP inh	PfGluPho inh	HKDC1 inh	NR3A LBD binder	ATG4B inh	SENP7 inh	SENP6 block	SENP8 block
CCOC(=O)/C(C#N)=C/c1c(Oc2cc(C)cc(C)c2)nc2ccccn2c1=O	1.6	0	-2	15*	-10	-5	1	-103
Cc1nc(C)n(CC(O)COc2ccc3cc(Br)ccc3c2)n1 (centres undefined)	-0.5	-15	0	1	1	-7	-7	6
COc1ccccc1NC(=O)Cc1nnc(SCC(=O)Nc2ccccc2F)n1C	-0.7	-5	0	0	-5	3	16	9
Cn1ccnc1C(O)(c1ccccc1)c1nccn1C	1.4	2	-5	-1	-10	2	3	14
C=CCc1cccc2cc(C(=O)N3CCN(C(=O)c4ccco4)CC3)c(=O)oc12	1.5	-6	4	0	1	10	-3	-21
Cc1ccc(Cl)c2c1NC(=O)C2(O)CC(=O)c1ccc(F)cc1 (centres undefined)	0.0	-18	-4	-1	-7	6	-3	27

(continued)
SMILES	MPTP inh	PfGluPho inh	HKDC1 inh	NR3A LBD binder	ATG4B inh	SENP7 inh	SENP6 block	SENP8 block
CC(C)(C)Nc1ncnc2sc(-c3ccccc3)cc12	17	9	4	3	16	-2	-18	-300
CC#CCCc1nc2ccccc2c(=O)n1N	19	-3	-3	-9	3	3	-8	12
CCOc1ccc2c(c1)c1nnc(SCC(=O)N3CCC(C)CC3)nc1n2C	7.9	14	24	0	-10	.	.	16
COc1ccc(N2CC(NS(=O)(=O)c3cccnc3)CC2=O)cc1OC (centres undefined)	0.2	-10	1	-4	10	1	-16	6
COc1cc(/C=N/Nc2ccc(Cl)cc2)ccc1OC(=O)c1cccs1	1.5	9	-8	-5	6	.	.	-12
Fc1ccc(OCc2nn3cnnc3s2)cc1	-1.7	5	3	-1	-5	-1	0	13
Cc1ccccc1C(=O)N1CCN(c2nc(N3CCOCC3)nc(N3CCOCC3)n2)CC1	1.8	-12	5	-8	-6	3	-17	19
C/C(CC(=O)Nc1ccc([N+](=O)[O-])cc1)=N\NC(=O)c1ccccc1O	3.2	-23	-12	1	-5	-3	-19	-26
COc1ccc(CCNc2oc(-c3ccc(OC)c(OC)c3)nc2C#N)cc1	-0.2	9	4	16*	3	-7	-11	-300
C=C(C)Cn1c(C)cc(C)c(S(=O)(=O)c2ccccc2C)c1=O	4.3	1	11	2	3	9	-27	21

Some values from above.
`CC#CCCc1nc2ccccc2c(=O)n1N` @ NR3A LBD binder = -9
`CC(C)(C)Nc1ncnc2sc(-c3ccccc3)cc12` @ MPTP inh = 17
`Fc1ccc(OCc2nn3cnnc3s2)cc1` @ ATG4B inh = -5
`COc1ccc(N2CC(NS(=O)(=O)c3cccnc3)CC2=O)cc1OC` (centres undefined) @ HKDC1 inh = 1
`COc1ccc(CCNc2oc(-c3ccc(OC)c(OC)c3)nc2C#N)cc1` @ ATG4B inh = 3
`COc1cc(/C=N/Nc2ccc(Cl)cc2)ccc1OC(=O)c1cccs1` @ PfGluPho inh = 9

Assay outcomes deposited in PubChem BioAssay by Sanford-Burnham Center for Chemical Genomics.
